HRas wt GTP bind = modulators of GTP binding to human HRas wildtype | GST-Ras wt beads, Bodipy-FL-GTP binding, flow cytometry; actives lie on both sides | 190,000 compounds, 0.14% hits | GTP binding activity, % at 10 µM | AID 759;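 active = GTP binding activity at least 20% away from the 100% baseline, either lowered as inhibitor or raised as activator; inconclusive = flagged as likely green fluorescent, judged across all proteins in the well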;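 also: 0% = unlabeled GTP competition control and 100% = no-compound control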
Target sequence (P01112 whole entry, looked up): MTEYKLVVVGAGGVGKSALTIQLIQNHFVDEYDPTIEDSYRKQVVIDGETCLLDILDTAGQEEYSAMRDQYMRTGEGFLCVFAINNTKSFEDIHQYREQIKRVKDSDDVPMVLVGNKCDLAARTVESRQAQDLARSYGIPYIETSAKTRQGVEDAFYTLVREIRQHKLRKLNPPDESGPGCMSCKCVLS
Rab2A wt mod = changes GTP binding to wildtype dog Rab2A, up or down; P61105; GST-Rab2 wt beads, Bodipy-GTP binding, flow cytometry; GTP binding activity, % at 10 µM; 190,000 compounds, 0.19% hits; AID 760;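 active = GTP binding activity at least 20 points away from 100%, either lowered or raised; inconclusive = signal likely due to the compound's own green fluorescence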;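 also: 0% = beads with excess unlabeled GTP and 100% = no-compound control corrected for plate trend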
Pf gametocyte = inhibitors of late stage P. falciparum gametocyte viability; inhibition, % at 10.9 µM; P. falciparum stage V gametocytes, ATP luminescence, 24 h; 150,000 compounds, 0.065% hits;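 active = inhibition above the mean plus 3 SD of compounds within the control limits, set per campaign, cut at about 38% in these data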;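 also: 0% = DMSO wells and 100% = medium only without gametocytes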
Avidin bead fluor = compound fluoresces at 488/530 nm on avidin beads. fluorescence (KMESF) at 10 µM. compound fluorescence 488/530 nm, flow cytometry; stronger effect = higher value. 220,000 compounds, 0.38% hits; in the data active = fluorescence above about 47; also: inactives centre near 10
Rab7 wt modul = dog Rab7 wildtype GTP binding, inhibitors and activators; GST-Rab7 beads, fluorescent GTP binding, flow cytometry; actives lie on both sides; untreated = 100%, excess cold GTP = 0%; GTP binding activity (percent of control), % at 10 µM; 190,000 compounds, 0.055% hits; AID 758;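 active = fluorescent GTP binding to Rab7 beads changed by at least 20 points from the 100% baseline, either direction, mostly lower; inconclusive = compound itself probably fluorescent, or too few beads counted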;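 also: median green fluorescence of bound Bodipy-FL-GTP per Rab7 bead population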
ABCB1 inh = blocks JC-1 efflux by human ABCB1 transporter. P08183. inhibition, % at 6.6 µM. 190,000 compounds, 0.067% hits. AID 1326. CCRF-Adr cells, flow cytometry; in the data active = inhibition above about 40%;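 also: 0% = vehicle and 100% = reference inhibitor; higher value means more JC-1 retained so stronger ABCB1 efflux block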
ABCG2 inh = human ABCG2 inhibition, ABCB1 as counter-screen; AID 1325; Q9UNQ0; IgMXP3 cells, JC-1 efflux, flow cytometry; 190,000 compounds, 0.1% hits; inhibition, % at 6.6 µM;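 active = inhibition above 80%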;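 also: 0% = DMSO and 100% = nicardipine control wells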
Target sequence (Q9UNQ0 whole entry, looked up): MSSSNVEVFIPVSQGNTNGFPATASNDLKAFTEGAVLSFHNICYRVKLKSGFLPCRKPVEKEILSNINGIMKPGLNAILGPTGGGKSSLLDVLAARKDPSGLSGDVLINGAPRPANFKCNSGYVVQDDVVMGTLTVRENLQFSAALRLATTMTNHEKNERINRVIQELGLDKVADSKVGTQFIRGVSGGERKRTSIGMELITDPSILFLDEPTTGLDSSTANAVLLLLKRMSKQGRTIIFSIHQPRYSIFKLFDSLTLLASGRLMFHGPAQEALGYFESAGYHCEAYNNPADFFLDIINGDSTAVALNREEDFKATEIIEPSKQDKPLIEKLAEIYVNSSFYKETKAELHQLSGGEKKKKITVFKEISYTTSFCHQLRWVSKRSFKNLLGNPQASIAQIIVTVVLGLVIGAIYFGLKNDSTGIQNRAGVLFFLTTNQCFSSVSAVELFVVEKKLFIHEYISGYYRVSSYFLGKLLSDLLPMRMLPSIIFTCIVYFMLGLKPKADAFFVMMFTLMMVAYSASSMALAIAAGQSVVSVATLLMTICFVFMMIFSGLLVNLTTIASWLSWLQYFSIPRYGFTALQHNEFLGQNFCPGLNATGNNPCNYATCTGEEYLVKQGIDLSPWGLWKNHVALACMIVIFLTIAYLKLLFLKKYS
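Measure – % inhibition of efflux relative to nicardipine and DMSO · Test system – ABCG2 IgMXP3 and barcoded ABCB1 CCRF-Adr cell mix · Control set – nicardipine as high control, DMSO as low control · Compound – one concentration, 6.6 µM final · Signal – flow cytometry of retained JC-1 fluorescence · Timing – 10 min exposure at 25 °C with rotation, no wash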
GSH fluor = GSH bead compound fluorescence profile; GSH beads flow cytometry, compound fluorescence 488/530 nm; stronger effect = higher value; fluorescence (KMESF) at 10 µM; 190,000 compounds, 0.25% hits; in the data active = fluorescence above about 89;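 also: glutathione beads carrying GST-tagged Bcl family fusion proteins plus one bare bead set; values are compound well signal with DMSO vehicle wells as background; inactives centre near 16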
Cdc42 wt GTP = changes GTP binding to wildtype human Cdc42; P60953; GST-Cdc42 beads, Bodipy-GTP binding, flow cytometry; actives lie on both sides; percent activity (GTP binding), % at 10 µM; 190,000 compounds, 0.2% hits; AID 761;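 active = percent activity GTP binding at least 20 points away from the 100% baseline, either down as inhibitor or up as activator; inconclusive = compound flagged as likely green fluorescent from well-wide comparison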;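 also: median bead fluorescence of bound Bodipy-FL-GTP at 100 nM; 0% = excess unlabeled GTP control and 100% = no compound control; below 100% means less GTP binding so inhibitor and above means activator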
Target sequence (P60953 whole entry, looked up): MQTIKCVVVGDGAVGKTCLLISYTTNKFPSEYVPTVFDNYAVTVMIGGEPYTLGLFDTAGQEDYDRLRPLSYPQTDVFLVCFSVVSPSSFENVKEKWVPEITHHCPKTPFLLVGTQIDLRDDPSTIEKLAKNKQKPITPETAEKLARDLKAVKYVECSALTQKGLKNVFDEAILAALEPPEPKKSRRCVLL
Rac1 wt GTP bind = alters GTP binding to wildtype human Rac1 | GST-Rac1 beads, fluorescent GTP binding, flow cytometry; actives lie on both sides; 0 = cold GTP competed, 100 = untreated | 190,000 compounds, 0.27% hits | AID 757 | GTP binding activity (% of control), % at 10 µM;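 active = GTP binding activity at least 20 points away from the 100% control level, either lower or higher; inconclusive = compound flagged as likely green fluorescent, judged across all proteins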
Rac1 act GTP bind = human Rac1 activated mutant GTP binding change; percent activity (GTP binding), % at 10 µM; P63000; GST-Rac1 activated beads, fluorescent GTP binding, flow cytometry; actives lie on both sides; 100% means binding = to untreated wells; 190,000 compounds, 0.11% hits; AID 764;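 active = GTP binding at least 20 percentage points away from the 100% baseline, in either direction, so actives lie on both sides; inconclusive = Compound likely fluorescent itself, or too few beads counted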
* marks the source's active call; other numbers are inactive results; u = inconclusive; x = not tested or not shown; [ ] = another dose, or the depositor's remark.

Values run as follows: HRas wt GTP bind	Rab2A wt mod	Pf gametocyte	Avidin bead fluor	Rab7 wt modul	ABCB1 inh	ABCG2 inh	GSH fluor	Cdc42 wt GTP	Rac1 wt GTP bind	Rac1 act GTP bind
C=CCN1C(C(=O)c2ccccc2)=C(OC(=O)COc2ccccc2)c2ccccc2S1(=O)=O
    99.0	100.0	4.8	14	100.0	-3.6	3.6	23	101.0	103.0	97.0
O=C(O)CS(=O)(=O)CC(=O)NCc1cccc(C(F)(F)F)c1
    99.0	98.0	-30.2	10	107.0	0.2	1.1	15	98.0	101.0	96.0
Cc1c(NC(=O)CSc2nnc(-c3ccncc3)o2)c(=O)n(-c2ccccc2)n1C
    98.0	101.0	9.4	11	105.0	0.2	1.8	8	102.0	98.0	96.0
CCCCNC(=O)CN(c1ccc(Cl)c(Cl)c1)S(C)(=O)=O
    103.0	101.0	-9.4	3	109.0	0.1	1.3	10	101.0	102.0	102.0
Cc1nn2c(NCC(C)C)c3c(nc2c1-c1ccccc1)CCC3
    95.0	95.0	x	22	96.0	1.1	6.3	13	96.0	93.0	93.0
CS(=O)(=O)Nc1ccccc1C(=O)c1ccccc1
    100.0	99.0	x	13	98.0	0.1	-6.1	35	102.0	102.0	99.0
CC(C)/C(=N\NC(=O)Nc1ccccc1)c1ccccc1
    100.0	100.0	21.7	33	101.0	1.8	10.4	14	98.0	99.0	98.0
Nn1c(SCC(=O)NCc2ccccc2)nnc1C1CC1
    98.0	99.0	-5.1	5	96.0	0.3	1.1	25	98.0	100.0	98.0
Cc1cc(C)n(-c2cc(N3CCN(S(=O)(=O)c4ccc5ccccc5c4)CC3)ccc2[N+](=O)[O-])n1
    94.0	91.0	21.8	8	94.0	2.1	2.5	31	95.0	93.0	90.0
COCc1nnc(NC(=O)CCCCCN2C(=O)c3ccccc3C2=O)s1
    101.0	100.0	-2.0	4	99.0	0.7	2.2	35	98.0	100.0	99.0
CCCC(=O)OCC(=O)Nc1ccc2c(c1)OCO2
    99.0	100.0	-9.2	8	103.0	-0.4	-1.1	18	98.0	101.0	97.0
CCN(CC)c1ccc(/C=N/Nc2nc3ccccc3[nH]2)cc1
    100.0	100.0	-1.7	9	98.0	-0.3	-2.2	9	103.0	103.0	102.0
Cc1cc(C(=O)NCC(=O)OC(C(=O)Nc2cc(C(F)(F)F)ccc2Cl)c2ccccc2)ccc1[N+](=O)[O-] (stereo not given)
    103.0	101.0	2.5	7	103.0	0.7	2.3	257*	105.0	107.0	101.0
O=C(O)C1C2CCC(O2)C1C(=O)Nc1cccc(F)c1 (stereo not given)
    99.0	101.0	x	36	101.0	-0.3	-8.1	20	103.0	106.0	98.0
CCOC(=O)Cc1csc(NC(=O)c2ccc(Br)s2)n1
    98.0	99.0	x	13	94.0	-0.6	4.8	28	97.0	103.0	98.0
COc1cc(Cl)cc(C#N)c1OCC(=O)O
    97.0	95.0	x	16	100.0	0.7	4.3	17	97.0	96.0	96.0
COCCNC(=O)CCCn1c(=O)c2cc(OC)c(OC)cc2n(CC(=O)c2ccc(Cl)cc2)c1=O
    98.0	97.0	4.7	9	94.0	0.3	2.4	25	96.0	98.0	92.0
O=C(NC1CCCC1)C1C2C=CC(C2)C1C(=O)N1CCOCC1 (stereo not given)
    98.0	99.0	x	6	103.0	0.0	0.1	272*	101.0	98.0	98.0
Nc1ccc(Sc2nnnn2-c2ccccc2)c(Cl)c1
    99.0	98.0	x	5	100.0	0.0	0.2	41	98.0	99.0	98.0
COc1ccc(C(=O)N2CCOCC2)cc1Br
    100.0	99.0	x	22	102.0	1.1	4.9	26	101.0	101.0	99.0
CCN(CC)S(=O)(=O)c1ccc2c(c1)c(=O)c(C(=O)NCCN(C)CCc1ccccc1)cn2C
    u	u	10.3	5	u	0.3	1.3	57	u	u	u
CC(C)C(NCc1c(Cl)cccc1Cl)C(=O)O (stereo not given)
    114.0	115.0	x	22	112.0	0.5	14.8	23	118.0	124.0*[activator]	114.0
O=C(Cn1c(S(=O)(=O)Cc2ccccc2)nc2ccccc21)N1CCCCC1
    102.0	100.0	x	7	101.0	0.4	3.2	17	98.0	100.0	97.0
CCCSc1nnc2n(-c3ccccc3OC)c(=O)c3c4c(sc3n12)CCC4
    99.0	99.0	x	15	102.0	25.6	19.9	37	99.0	104.0	97.0
CO/N=C/C(C#N)=C/c1ccc(OC)cc1
    98.0	97.0	9.8	11	102.0	2.0	21.1	27	97.0	99.0	95.0
CC(C)CNC(=O)C(=O)N/N=C/c1cccs1
    102.0	107.0	x	14	104.0	0.1	7.5	32	108.0	109.0	106.0
Cc1ccccc1C(=O)c1c[nH]c(C(=O)N=CN(C)C)c1
    94.0	97.0	x	8	99.0	0.2	1.6	20	96.0	93.0	94.0
O=C(NCC1COc2ccccc2O1)C1CCN(S(=O)(=O)c2cccc3nsnc23)CC1 (stereo not given)
    103.0	106.0	-36.0	12	97.0	-0.1	0.0	29	110.0	104.0	100.0
Cc1nn(-c2ccccc2)c(Cl)c1C(=O)NC1CCCCC1
    97.0	97.0	x	11	102.0	-0.2	0.4	13	96.0	98.0	95.0
CC(C)CC(c1nnnn1CC1CCCO1)N1CCN(C2CCCC2)CC1 (stereo not given)
    103.0	102.0	8.6	26	103.0	0.8	5.3	19	102.0	103.0	101.0
Cc1sc(=NC(=O)c2ccco2)n(C)c1-c1ccc(Cl)cc1
    101.0	99.0	x	15	101.0	0.5	50.2	26	102.0	101.0	99.0
Cn1c(N)c(Sc2ccc(F)cc2)c(=O)n(C)c1=O
    95.0	95.0	3.7	10	96.0	-0.1	-0.1	16	98.0	98.0	93.0
CC1CN(CC(=O)NN=C(c2ccccc2)c2ccccc2)CC(C)O1 (stereo not given)
    97.0	97.0	-17.4	6	95.0	0.6	1.9	19	99.0	102.0	98.0
CCCCn1c(Oc2ccc(C(=O)OC)cc2)nc2c1c(=O)n(C)c(=O)n2C
    100.0	99.0	x	4	101.0	0.9	3.1	25	99.0	101.0	101.0
COc1ccc(S(=O)(=O)n2nc(OC(=O)C3CCCCC3)cc2N)cc1
    101.0	100.0	-1.3	8	102.0	-0.4	-1.2	9	104.0	105.0	101.0
CCCCOc1ccc(C(=O)N/C(=C/c2cccc([N+](=O)[O-])c2)C(=O)O)cc1
    92.0	90.0	x	11	91.0	1.3	6.9	14	92.0	97.0	91.0
Cc1ccc(OCC(=O)N2CCCc3ccccc32)cc1
    101.0	100.0	x	7	99.0	0.9	2.5	140*	100.0	106.0	100.0
Cc1ccc2cc(CCNC(=O)C(=O)c3c[nH]c4ccccc34)c(=O)[nH]c2c1
    100.0	97.0	10.3	9	108.0	0.6	17.6	9	100.0	101.0	95.0
C/C(CCC(C)C)=N\NC(=S)Nc1cc(S(=O)(=O)N2CCOCC2)ccc1N1CCOCC1
    96.0	95.0	19.9	9	96.0	0.7	2.5	18	96.0	93.0	92.0
O=C(NCCCO)c1ccc2nc(-c3ccco3)c(-c3ccco3)nc2c1
    90.0	87.0	-9.1	7	92.0	-0.8	-1.8	6	88.0	91.0	91.0
Cc1ccc(C)c(OCCOCCN2CC(C)OC(C)C2)c1C (stereo not given)
    102.0	103.0	x	11	102.0	1.9	26.5	24	101.0	107.0	99.0
Cc1c(NC(=O)COC(=O)C2(c3ccc(F)cc3)CCCC2)c(=O)n(-c2ccccc2)n1C
    96.0	96.0	0.7	9	98.0	0.7	-1.0	16	96.0	101.0	95.0
COc1cccc2c(=O)n(CC(=O)Nc3ccccc3)ccc12
    102.0	101.0	x	5	101.0	-1.9	-1.3	21	101.0	105.0	99.0
CCc1cc2c(=O)n(CC)c(SC(C)C(=O)Nc3c(C)n(C)n(-c4ccccc4)c3=O)nc2s1 (stereo not given)
    101.0	101.0	15.8	22	98.0	0.1	-1.6	25	101.0	106.0	98.0
Cc1c(C(=O)Nc2cccc3cccnc23)oc2ccccc12
    u	u	x	13	u	0.9	7.0	11	u	u	u
Cc1cc(OCCCC(=O)NC2=NCCS2)ccc1Cl
    96.0	94.0	-17.5	10	95.0	0.2	1.0	4	95.0	97.0	96.0
O=C(O)c1cc(-c2ccc3c(c2)OCO3)nc2ccccc12
    97.0	97.0	x	4	96.0	-0.3	-1.4	17	93.0	101.0	93.0
O=C(Nc1ccc(Cc2ccncc2)cc1)c1ccc(N2CCOCC2)c([N+](=O)[O-])c1
    99.0	100.0	4.1	8	104.0	0.4	1.3	23	98.0	101.0	98.0
COC(=O)CSc1nsc(SCC(=O)OC)c1C#N
    102.0	100.0	x	52*	100.0	0.1	2.6	10	99.0	104.0	101.0
COc1cc([N+](=O)[O-])ccc1NC(=O)CCCOc1cccc(C)c1C
    90.0	89.0	-8.4	4	93.0	0.1	1.0	8	86.0	86.0	89.0
O=c1[nH]ncn1-c1cccc(C(F)(F)F)c1
    100.0	98.0	5.2	31	100.0	0.4	1.6	13	102.0	101.0	97.0
O=C(CCCCCn1c(=S)[nH]c2cc3c(cc2c1=O)OCO3)N1CCN(C(=O)c2ccco2)CC1
    100.0	99.0	x	6	101.0	0.5	7.5	29	100.0	101.0	98.0
CC1CN(S(=O)(=O)c2ccc(C(=O)Nc3nnc(-c4ccccn4)o3)cc2)CC(C)O1 (stereo not given)
    96.0	94.0	13.3	-2	94.0	0.0	3.7	11	94.0	94.0	92.0
CCOC(=O)C1=C(C)N(C)C(C)=C(C(=O)OCC)C1c1ccccn1
    95.0	93.0	6.3	13	92.0	3.3	6.4	32	94.0	93.0	93.0
CCn1c(Cc2c(C)[nH]c3ccccc23)nnc1SCC(=O)NCc1ccccc1
    108.0	108.0	-3.1	14	97.0	0.1	0.3	57	108.0	108.0	102.0

2 records drawn at random from the list so far, as already listed:
Values run as follows: HRas wt GTP bind	Rab2A wt mod	Pf gametocyte	Avidin bead fluor	Rab7 wt modul	ABCB1 inh	ABCG2 inh	GSH fluor	Cdc42 wt GTP	Rac1 wt GTP bind	Rac1 act GTP bind
CC1CN(S(=O)(=O)c2ccc(C(=O)Nc3nnc(-c4ccccn4)o3)cc2)CC(C)O1 (stereo not given)
    96.0	94.0	13.3	-2	94.0	0.0	3.7	11	94.0	94.0	92.0
O=C(Nc1ccc(Cc2ccncc2)cc1)c1ccc(N2CCOCC2)c([N+](=O)[O-])c1
    99.0	100.0	4.1	8	104.0	0.4	1.3	23	98.0	101.0	98.0
